# Compound activity as filed in PubChem.
# HKDC1 inhibitor: HKDC1 hexokinase inhibitors, primary screen, biochemical, fluorescence, uHTS | Q2TB90 | recombinant HKDC1, G6PDH/diaphorase resazurin coupled fluorescence | inhibition, % at 20 µM | 340,000 compounds, 0.16% hits;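 active = inhibition above about 35% when tested at 20 µM, limit read from the data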;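 note: plate controls were DMSO wells with enzyme for no effect and DMSO wells lacking enzyme for full effect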
# Target sequence (Q2TB90 whole entry, looked up): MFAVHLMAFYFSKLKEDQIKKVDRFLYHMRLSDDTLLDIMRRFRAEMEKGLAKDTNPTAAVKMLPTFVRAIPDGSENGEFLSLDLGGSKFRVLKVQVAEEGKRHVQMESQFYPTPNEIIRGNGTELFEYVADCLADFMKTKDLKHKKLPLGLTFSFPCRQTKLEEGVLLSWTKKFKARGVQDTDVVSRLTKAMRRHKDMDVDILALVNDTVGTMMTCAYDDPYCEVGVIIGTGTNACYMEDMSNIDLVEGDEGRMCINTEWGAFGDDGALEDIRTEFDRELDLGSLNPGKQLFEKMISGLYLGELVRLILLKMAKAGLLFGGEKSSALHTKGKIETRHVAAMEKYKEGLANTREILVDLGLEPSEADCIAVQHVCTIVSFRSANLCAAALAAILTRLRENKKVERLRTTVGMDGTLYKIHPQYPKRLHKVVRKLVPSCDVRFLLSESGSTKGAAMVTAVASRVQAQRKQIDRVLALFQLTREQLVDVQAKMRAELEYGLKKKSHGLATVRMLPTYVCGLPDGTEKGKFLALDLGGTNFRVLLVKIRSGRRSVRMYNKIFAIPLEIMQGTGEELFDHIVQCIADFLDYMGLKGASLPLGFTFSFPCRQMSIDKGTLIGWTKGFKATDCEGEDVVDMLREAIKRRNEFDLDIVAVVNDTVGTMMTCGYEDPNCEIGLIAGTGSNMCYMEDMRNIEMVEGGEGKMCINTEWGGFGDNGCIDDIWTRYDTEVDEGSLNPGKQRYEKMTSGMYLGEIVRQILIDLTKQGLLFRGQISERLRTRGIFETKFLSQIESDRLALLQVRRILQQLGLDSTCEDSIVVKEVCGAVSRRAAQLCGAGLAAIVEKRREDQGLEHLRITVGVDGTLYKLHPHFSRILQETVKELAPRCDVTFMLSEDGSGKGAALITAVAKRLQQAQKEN
#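 System: Recombinant HKDC1 hexokinase | Amount: HKDC1 at 5 µg/mL | Reagent: Glucose with 1 mM ATP | Doses: Single 20 µM dose | Incubation: Reaction time 90 min, room temperature, protected from light | Signal: Coupled resazurin fluorescence, excitation 525 nm, emission 613 nm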
# SENP6 block: SENP6 protease inhibitors, primary screen, biochemical, luminescence, uHTS | Recombinant SENP6 catalytic domain, aminoluciferin luminescence | Sentrin-specific protease 6 (Homo sapiens), Q9GZR1 | inhibition, % at 10 µM | 330,000 compounds, 1.8% hits;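 active = inhibition above about 50% at the single tested dose, limit read from the data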;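 note: plate controls were DMSO wells with enzyme for no effect and DMSO wells lacking enzyme for full effect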
# PfGluPho inh: PfG6PD enzyme inhibitors, primary screen, biochemical, fluorescence intensity, uHTS. PfGluPho enzyme, NADPH resazurin-diaphorase fluorescence. inhibition, % at 20 µM. glucose-6-phosphate dehydrogenase-6-phosphogluconolactonase (Plasmodium falciparum 3D7). 350,000 compounds, 0.78% hits;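 active = inhibition reaching at least a set limit at 20 µM in the primary screen, cut at about 59% in these data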;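 note: 0% = DMSO wells with substrate and 100% = DMSO wells lacking glucose-6-phosphate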
# SENP8 block-1: human SENP8 protease inhibitors, primary screen, biochemical, fluorescence, Nedd8 protein substrate, uHTS. recombinant SENP8. inhibition, % at 20 µM. 360,000 compounds, 0.64% hits. AID 602440, 2012; in the data active = inhibition mostly above about 40%, no sharp cut-off; inactive = mostly below about 27%
# SENP7 block: SENP7 protease inhibitors, primary screen, biochemical, luminescence, uHTS. Sentrin-specific protease 7 (Homo sapiens), Q9BQF6. recombinant SENP7, Z-RLRGG-aminoluciferin luminescence, 40 min. inhibition, % at 5 µM. 330,000 compounds, 1.5% hits;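 active = inhibition above about 50% at the single test dose, limit read from the data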;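 note: plate controls were DMSO with enzyme for no effect and no enzyme buffer wells for full effect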
# SENP1 FRET inh: human SENP1 catalytic domain inhibitors, primary screen, biochemical, FRET, uHTS; Sentrin-specific protease 1 (Homo sapiens), Q9P0U3; recombinant SENP1 catalytic domain, CyPet-SUMO1-YPet FRET cleavage; inhibition, % at 10 µM; 360,000 compounds, 0.21% hits; AID 624204, 2012;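 active = inhibition at least 30% at 10 µM, raw YFP signal under a set limit, fluorescence ratio 0.5 to 1.5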;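 note: 0% = enzyme with DMSO and 100% = no enzyme wells; some results filed as inactive read as strong as hits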
#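 system = hSENP1 catalytic domain, recombinant | reagent = SFCypet-SUMO1-SFYpet substrate at 25 nM | doses = one dose per compound, 10 µM, 0.5% DMSO | incubation = enzyme reaction for 50 min at room temperature, dark | measured by = FRET, CFP and YFP emission | controls = no-enzyme low, enzyme-DMSO high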
# SENP8 block-2: SENP8 protease inhibitors, primary screen, biochemical, luminescence; purified SENP8, Z-RLRGG-aminoluciferin cleavage; inhibition, % at 10 µM; 330,000 compounds, 1.2% hits; AID 2540, 2010; in the data active = inhibition above about 50%
# Apaf-1 inh: inhibitors of human Apaf-1 apoptosome, primary screen, biochemical, DEVD-Rh110 fluorescence, uHTS | reconstituted apoptosome caspase-3 activity | Apoptotic protease-activating factor 1 (Homo sapiens), O14727 | 330,000 compounds, 0.71% hits | inhibition, % at 20 µM; active = inhibition of at least 40% at 20 µM;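 note: plate controls were DMSO wells for no effect and DEVD-CHO caspase inhibitor wells for full effect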
#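 Assay system: Apoptosome proteins | Medium: pH 7.5 Hepes buffer with CHAPS, BSA, DTT | Also added: Cytochrome c and DEVD-Rh110 substrate | Times: 30 min plus 50 min, RT | Detection: Rhodamine 110 fluorescence at Ex 480/Em 540 nm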
# Numbers without * were called inactive; . = not tested or not shown; & = joins results of further samples.
Molecule,HKDC1 inhibitor,SENP6 block,PfGluPho inh,SENP8 block-1,SENP7 block,SENP1 FRET inh,SENP8 block-2,Apaf-1 inh
COC(=O)CSC1=NN1c1cc(C)nc(N)n1,-1,-5,-16,9,-8,3,2,-7
CN1C(=O)c2ccccc2NC(=O)[C@]12O[C@@H]2c1ccccc1,0,4,-15,35,-3,1,1,-5
O=C(c1ccc(N2CCCCCC2)c([N+](=O)[O-])c1)N1CCC2(CC1)OCCO2,-5,-17,-7,19,-6,1,-8,0
Cn1c(O)c(C(c2ccccn2)c2c(O)n(C)c(=S)n(C)c2=O)c(=O)n(C)c1=S,0,-31,-23,-8,-5,-2,-9,14
CC1CC(C)(O)CC(C(O)CC2CC(=O)NC(=O)C2)C1=O (stereo unspecified),-3,.,-10,-6,.,1,.,.
CCCCC1(CN2CCCC2=O)C(=O)NC(=O)NC1=O,-12,-16,-5,9,-11,1,-5,-12
Oc1ccc(Cl)cc1,-2,-3,-8,12,1,-1,2,1
O=c1[nH]c(=S)n(-c2ccc(F)cc2)c(O)c1/C=N/N1CCOCC1,-4,-13,1,0,-11,3,-4,3

# Shown with two lines to a compound: four of the compounds above
# Second line of a record: HKDC1 inhibitor | SENP6 block | PfGluPho inh | SENP8 block-1 | SENP7 block | SENP1 FRET inh | SENP8 block-2 | Apaf-1 inh
> CC1CC(C)(O)CC(C(O)CC2CC(=O)NC(=O)C2)C1=O (stereo unspecified)
→ -3 | . | -10 | -6 | . | 1 | . | .
> O=C(c1ccc(N2CCCCCC2)c([N+](=O)[O-])c1)N1CCC2(CC1)OCCO2
→ -5 | -17 | -7 | 19 | -6 | 1 | -8 | 0
> CN1C(=O)c2ccccc2NC(=O)[C@]12O[C@@H]2c1ccccc1
→ 0 | 4 | -15 | 35 | -3 | 1 | 1 | -5
> CCCCC1(CN2CCCC2=O)C(=O)NC(=O)NC1=O
→ -12 | -16 | -5 | 9 | -11 | 1 | -5 | -12

# Next part
Molecule,HKDC1 inhibitor,SENP6 block,PfGluPho inh,SENP8 block-1,SENP7 block,SENP1 FRET inh,SENP8 block-2,Apaf-1 inh
O[C@@H]1CCCC[C@H]1N1CCC(c2ccccc2)CC1,-6,-10,9,8,-2,1,4,-7
O=C(Cc1ccccc1)OCC(=O)c1ccccc1,0,-2,0,4,13,1,-9,-11
O=C(c1cccc(Cl)c1)C1CCCN(Cc2cccc3cnccc23)C1 (stereo unspecified),-3,-6,15,-4,0,-5,5,15
CCC(C)C1NC(=O)C2CCCN2C(=O)C(CC(C)C)OC(=O)CCNC(=O)C(C)N(C)C(=O)C(C(C)C)N(C)C1=O (stereo unspecified),-8,.,2,6,.,3,.,.
Cc1c(C(=O)N2CCC3(CC2)OCCO3)oc2ccccc12,7,4,1,16,-4,2,2,-15
O=[N+]([O-])c1ccc(Cl)c(Cl)c1Cl,0,-6,5,17,4,2,10,-3
COc1cc(C)c(CN2CC=C(c3ccc(F)cc3)CC2)cc1C,-1,6,1,43*,9,2,-5,4
CCCCCCn1c(=O)c(C(=O)Nc2nc(CC(=O)OCC)cs2)c(O)c2ccccc21,-1,0,8,-5,4,0,11,10

# In the list so far, 2 have a nitro group on carbon:
Molecule,HKDC1 inhibitor,SENP6 block,PfGluPho inh,SENP8 block-1,SENP7 block,SENP1 FRET inh,SENP8 block-2,Apaf-1 inh
O=C(c1ccc(N2CCCCCC2)c([N+](=O)[O-])c1)N1CCC2(CC1)OCCO2,-5,-17,-7,19,-6,1,-8,0
O=[N+]([O-])c1ccc(Cl)c(Cl)c1Cl,0,-6,5,17,4,2,10,-3

# Next part:
Molecule,HKDC1 inhibitor,SENP6 block,PfGluPho inh,SENP8 block-1,SENP7 block,SENP1 FRET inh,SENP8 block-2,Apaf-1 inh
COc1ccc(CCNCc2ccccn2)cc1OC,-15,6,1,7,-1,-7,2,-18
CC12CCC(=O)CC1CCC1C2C(=O)CC2(C)C1CCC2(C)O (stereo unspecified),-3,.,4,9,.,2,.,.
CC(C)Sc1nnc(OC(=O)N(C)C)n1-c1ccccc1,-4,-13,0,8,-3,3,1,-5
COC(=O)C1C(OC(=O)c2ccccc2)CC2CCC1N2C (stereo unspecified),-3&1,3&2,-13&-1,1&20,-17&-10,-1&2,-13&1,10&20
CCCCn1c(NC(=O)c2ccc(Br)o2)c(C(=O)OCC)c2nc3ccccc3nc21,14,75*,29,-372,14,-28,62*,79*
NC(=O)c1ccc(OCCC(O)N2CC=C(c3ccc(F)cc3)CC2)cc1 (stereo unspecified),0,-3,-24,3,4,-2,-1,-8
Cc1ccc(N=Cc2c(O)n(-c3ccc(C)cc3)c(=O)[nH]c2=O)cc1,-2,-4,-18,-403,-1,-1,8,-1
CCCN1CCO[C@@H]2c3cc(O)ccc3OC[C@H]21,-4,-2,-5,4,-4,1,-5,5

# Additional structures.
Molecule,HKDC1 inhibitor,SENP6 block,PfGluPho inh,SENP8 block-1,SENP7 block,SENP1 FRET inh,SENP8 block-2,Apaf-1 inh
CC(C)NP(=O)(NC(C)C)OP(=O)(NC(C)C)NC(C)C,-6,-12,-10,3,9,0,-6,7
COc1ccc(C)cc1NC1=NC(C)(C)CS1,-10,1,14,2,3,1,-1,-7
N#Cc1ccc(/C=C/C(=O)O)cc1,-10,12,8,22,4,1,3,-499
CNC(=O)Oc1cccc(-c2cn3cc(Cl)ccc3n2)c1,-7,85*,61*,-272,83*,0,83*,7
C[N+](C)(C)c1ccccc1,-5,2,14,0,-7,0,12,-11
N#CCCn1cc(C(=O)Nc2ccc([N+](=O)[O-])cc2)c(-c2ccc3c(c2)OCCO3)n1,-1,-5,2,35,-4,2,-11,1
CC(N)Cc1cn(Cc2ccccc2)c2ccccc12 (stereo unspecified),-5,23,7,-5,3,0,1,8
O=c1[nH]c(=O)n(C2CCCCCC2)c(O)c1C=NCC1CCCO1 (stereo unspecified),5,-10,-6,23,-5,1,0,3

# Continued.
Molecule,HKDC1 inhibitor,SENP6 block,PfGluPho inh,SENP8 block-1,SENP7 block,SENP1 FRET inh,SENP8 block-2,Apaf-1 inh
COC(=O)C1=C(c2cccc(C#N)c2)C[C@@H]2CC[C@H]1N2C(=O)NCCOc1ccccc1,-5,-3,-1,9,2,0,0,6
CCN1CCN(C(=O)Cc2c(C)n(C(=O)c3ccc(Cl)cc3)c3ccc(OC)cc23)CC1,-1,1,6,27,-6,1,-5,14
Cc1nn(C)c(C)c1/C=C1/CC2C3CC=C4CC(O)CCC4(C)C3CCC2(C)C1=O (stereo unspecified),7,-3,-21,28,4,-1,3,20
Cc1cc(/C=C2/C(=O)NC(=O)N(c3ccc(Br)cc3)C2=O)c(C)n1C,-1,-21,2,-17,-10,-5,-8,6
Cc1cccn2c(=O)c3c(nc12)N1CCc2ccccc2C1C1(C3)C(=O)NC(=O)N(C)C1=O (stereo unspecified),21,11,0,-211,2,-3,-1,3
COc1ccc2c(c1)C(NC(C)=O)CCc1cc(OC)c(OC)c(OC)c1-2 (stereo unspecified),-1,.,-8,6,.,0,.,.
CCCNC(=O)N1[C@H]2CC[C@@H]1C(C(=O)OC)=C(c1ccc(Cl)c(C(F)(F)F)c1)C2,3,3,3,10,-4,1,-8,13
Nc1ncc(P(=S)(N2CCOCC2)N2CCOCC2)s1,-4,8,-1,2,12,2,-5,-10

# Later entries.
Molecule,HKDC1 inhibitor,SENP6 block,PfGluPho inh,SENP8 block-1,SENP7 block,SENP1 FRET inh,SENP8 block-2,Apaf-1 inh
C=C(COC(C)=O)CC1CC(O)[C@]2(C)OC3CC4OC5C[C@]6(C)O[C@]7(C)CCC8OC9C[C@]%10(C)OC%11C(C)=CC(=O)OC%11CC%10OC9C[C@@H](C)C8OC7CC6O[C@]5(C)C/C=C\C4OC3CC2O1 (stereo partly specified),-2,-4,10,18,-7,1,13,12
COc1cc(C2SCC(=O)Nc3c2c(C)nn3-c2ccccc2)cc(OC)c1OC (stereo unspecified),-9,-2,-10,3,11,0,3,11
CCNC(=S)N(C)CCc1cc2c(c(OC)c1C=C1C(=O)N(C)C(=O)N(C)C1=O)OCO2,-2,-20,0,16,0,-4,6,1
Cc1cccc(C)c1NC1=NCCCS1,-2,7,-2,14,4,3,4,-3
Cc1cccc(OCCn2cccc2/C=C2/C(=O)NC(=O)N(Cc3ccco3)C2=O)c1,15,-14,-4,17,6,-12,-5,8
CCCCC1C(=O)NC(=S)NC1=O,.,1,.,.,3,.,-6,-2
N#CC1c2ccccc2-n2nncc2CN1Cc1cc(Cl)cc(Cl)c1 (stereo unspecified),25,.,29,3,.,2,.,.
c1ccc2c(NC3=NCCS3)cccc2c1,6,76*,6,8,61*,-1,88*,23
CCCCCn1c(=O)c(C(=O)Nc2cnccn2)c(O)c2ccccc21,0,-1,-1,-189,1,2,8,-6
CN1C(=O)C(=Cc2cn(CC#N)c3ccccc23)C(=O)N(C)C1=O,6,-28,24,2,-3,-28,9,5

# A run of entries taken from the entries so far, as a working copy:
Molecule,HKDC1 inhibitor,SENP6 block,PfGluPho inh,SENP8 block-1,SENP7 block,SENP1 FRET inh,SENP8 block-2,Apaf-1 inh
COC(=O)CSC1=NN1c1cc(C)nc(N)n1,-1,-5,-16,9,-8,3,2,-7
CN1C(=O)c2ccccc2NC(=O)[C@]12O[C@@H]2c1ccccc1,0,4,-15,35,-3,1,1,-5
O=C(c1ccc(N2CCCCCC2)c([N+](=O)[O-])c1)N1CCC2(CC1)OCCO2,-5,-17,-7,19,-6,1,-8,0
Cn1c(O)c(C(c2ccccn2)c2c(O)n(C)c(=S)n(C)c2=O)c(=O)n(C)c1=S,0,-31,-23,-8,-5,-2,-9,14

# Only part of the results is shown; count on the stated rates, not on these rows.
